# Compound activity as filed in PubChem BioAssay.
# CRFBP-R2 agonist: CRF-BP/CRF-R2 complex agonism; HEK293 CRF-R2/CRF-BP, calcium dye fluorescence (FLIPR); percent of saturating CRF peptide response; activation, % at 13.2 µM; 0.46% of 350,000 active; AID 588473;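 active means activation of at least 50%, plus an integration ratio under a set limit after plate pattern correction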;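 further: plate controls were neutral control wells without compound for no effect and CRF at EC100 for full effect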
# CRFBP-R2 block: antagonists of CRF-binding protein/CRF-R2 receptor complex | HEK293 CRF-R2/CRF-BP, CRF-induced calcium fluorescence | 0.59% of 350,000 active | AID 588475 | inhibition, % at 11.8 µM;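 active means inhibition of the ligand-induced calcium signal above about 50% at the single tested concentration, limit read from the data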
# GalR3 antagonist: human GalR3 antagonism; inhibition, % at 3 µM; HEK293 GalR3-CNG cAMP membrane potential fluorescence; galR3 body fused to GalR1 C-terminus; O60755; 0.44% of 360,000 active;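 active means inhibition above the screen-wide average plus 3 SD, cut at about 13% in these data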;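 further: forskolin and galanin both at EC90 stimulate the cells; cAMP rise reported by CNG channel membrane potential dye signal; 0% = forskolin plus galanin with DMSO and 100% = forskolin alone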
# Target sequence (O60755 1-299 limits assumed): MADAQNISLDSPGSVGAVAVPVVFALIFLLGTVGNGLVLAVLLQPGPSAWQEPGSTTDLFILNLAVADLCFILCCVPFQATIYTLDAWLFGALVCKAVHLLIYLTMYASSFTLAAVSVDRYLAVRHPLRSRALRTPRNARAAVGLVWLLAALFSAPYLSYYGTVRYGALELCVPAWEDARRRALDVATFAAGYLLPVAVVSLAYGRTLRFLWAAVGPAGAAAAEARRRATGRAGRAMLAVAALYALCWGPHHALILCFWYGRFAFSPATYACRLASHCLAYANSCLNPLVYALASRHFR
# Starred values were filed as active, the others as inactive. These rows are one share of the data. The share of hits here may be higher or lower than overall.
no.	CRFBP-R2 agonist	CRFBP-R2 block	GalR3 antagonist	SMILES
1	0.2	-2	-6	COc1ccc(CC(=O)NCc2cccc(Cl)c2)cc1S(=O)(=O)N1CCOCC1
2	-1.6	-10	-1	COc1ccc(C(=O)C=Cc2ccc3c(c2)OCO3)cc1OC
3	-0.1	-4	0	O=C(Nc1ccc(C(F)(F)F)cc1)c1ccccc1-n1cnnn1
4	-0.5	-16	-7	O=C1CCC(C(=O)OCC(=O)Nc2ccccc2Br)=NN1
5	2.4	-7	-3	Cn1c(SCC(=O)NCC2CCCO2)ncc(C(=O)Nc2ccc(F)cc2)c1=O (centres undefined)
6	1.3	-3	-4	O=C(OCC(=O)N1CCN(C(=O)c2ccco2)CC1)c1ccc(Cl)cc1
7	0.3	-2	0	CCn1c(SCC(=O)N(C)C2CCCCC2)nc2cc(S(N)(=O)=O)ccc21
8	1.7	17	-1	CCOC(=O)c1c(NC(=O)COC(=O)c2nccnc2N)sc(C(=O)N(C)C)c1C
9	0.1	-12	-7	COc1cc(/C=C/C(=O)OCC(=O)Nc2cc(S(=O)(=O)N3CCCC3)ccc2Cl)cc(OC)c1OC
10	1.2	-5	4	Cc1ccc(C)c(S(=O)(=O)Nc2ccc(C(=O)NCC(c3ccco3)N(C)C)cc2)c1 (centres undefined)
11	6.5	8	1	CCCn1c(N)c(N(CCOC)C(=O)CSc2c(Cl)cccc2Cl)c(=O)[nH]c1=O
12	1.0	-2	-3	CC(C)C[C@@H](CN1C(=O)C(=O)NC[C@@H]1CC(C)C)NC(=O)Cc1ccccc1
13	0.1	5	-4	Cc1ccccc1NC(=O)COc1coc(CN2CCCc3ccccc32)cc1=O
14	-1.0	-4	-7	CN(C(=O)c1ccc(NC(=O)Cc2cccc(NC(=O)C3CCN(C(=O)C4CCCC4)CC3)c2)cc1)C1CCCC1
15	-2.1	7	-5	CC(C)[C@H](NC(=O)c1ccccc1)C(=O)OCC(=O)Nc1sccc1C(N)=O
16	-0.1	3	-5	O=C(Nc1cccc(S(=O)(=O)NC2=NCCC2)c1)c1ccccc1F
17	-1.4	22	-6	Nc1ccc(N=Nc2ccccc2O)c(N)c1
18	8.3	22	-7	O=S(=O)(/N=C(/Nc1cccnc1)c1ccccc1)c1ccc(F)cc1F
19	-0.2	7	-4	NC(=O)C1CCN(c2nc(-c3ccccc3C(F)(F)F)cs2)CC1
20	8.2	-60	-6	O=C(CSc1cccc(C(F)(F)F)c1)Nc1nnc(C2CC2)s1
21	1.4	11	1	Cc1ccc(S(=O)(=O)N2[C@@H](c3cccc(Cl)c3)C(C(=O)O)=CC[C@H]2c2cccs2)cc1
22	-3.3	-5	-2	C#CCN1C=C(C(=O)OCC)C(C)NS1(=O)=O (centres undefined)
23	-0.9	5	-2	COc1ccccc1CNS(=O)(=O)c1cc2c3c(c1)CCN3C(=O)CC2
24	-4.1	15	-4	COc1ccc(S(=O)(=O)NCc2ccccn2)cc1NC(=O)c1ccc(Cl)cc1
25	3.5	4	-4	CC(C)NC(=O)NC(=O)CSc1ccc(S(=O)(=O)N2CCOCC2)cn1
26	-3.2	7	-1	CCCN(CC(=O)Nc1ccccc1OC)C(=O)c1ccccn1
27	0.1	-16	-2	O=C(NCCc1ccccc1)C(=O)NCC1CCCN1S(=O)(=O)c1cccs1 (centres undefined)
28	0.4	1	-4	CCC(=O)c1ccc(OCC(=O)Nc2ccccc2C(=O)NC2CC2)cc1
29	-0.1	3	-6	COc1cccc(-n2c(SCC(=O)NC3CCS(=O)(=O)C3)nc3ccccc3c2=O)c1 (centres undefined)
30	2.1	-1	-3	O=C(O)c1ccc(/C=N/NC(=O)c2cc3ccccc3cc2O)cc1

# Next section, starting with the last four of the part before.
no.	CRFBP-R2 agonist	CRFBP-R2 block	GalR3 antagonist	SMILES
27	0.1	-16	-2	O=C(NCCc1ccccc1)C(=O)NCC1CCCN1S(=O)(=O)c1cccs1 (centres undefined)
28	0.4	1	-4	CCC(=O)c1ccc(OCC(=O)Nc2ccccc2C(=O)NC2CC2)cc1
29	-0.1	3	-6	COc1cccc(-n2c(SCC(=O)NC3CCS(=O)(=O)C3)nc3ccccc3c2=O)c1 (centres undefined)
30	2.1	-1	-3	O=C(O)c1ccc(/C=N/NC(=O)c2cc3ccccc3cc2O)cc1
31	1.2	8	-5	O=C(COC(=O)c1ccc(Cl)cc1[N+](=O)[O-])NNC(=O)c1cccs1
32	0.9	15	-5	N#Cc1ccc(C(=O)N2CCC3CC2c2cc(-c4ccccc4)ccc23)cc1 (centres undefined)
33	3.6	-9	-5	CCCn1c(NC(=O)CCS(=O)(=O)c2ccc(C)cc2)nc2ccccc21
34	-0.6	8	-4	CCOC(=O)c1c(C)[nH]c(C)c1C(=O)COC(=O)COc1ccc(Cl)c(C)c1
35	1.0	-4	-6	CC(=O)c1c(C)[nH]c(C(=O)OCC(=O)Nc2cccnc2Cl)c1C
36	1.8	-10	2	Cc1cccc(S(=O)(=O)N(C)C[C@@H]2OCc3cnnn3CCCC(=O)N([C@H](C)CO)C[C@H]2C)c1
37	0.1	-11	-7	CC[C@@]1(C(=O)OC)N[C@H](CN(C)C(=O)Nc2ccc(OC)cc2)[C@@H]2C(=O)N(C)C(=O)[C@@H]21
38	2.4	20	-5	C[C@H]1CN[C@@H](CCO)/C1=C\c1ccccc1
39	0.1	5	-5	C[C@H]1CN([C@@H](C)CO)C(=O)c2cc(Br)cnc2O[C@@H]1CN(C)S(=O)(=O)c1ccccc1
40	-0.3	-1	-2	O=c1[nH]c2c(c(=O)[nH]1)OCN(Cc1ccccc1)C2
41	-2.9	7	-1	CN1C[C@@H]2[C@@H]3C(=O)N(Cc4ccccc4)C(=O)[C@@H]3[C@](C)(C1=O)N2C(=O)c1ccc(F)cc1
42	0.3	-8	-5	COc1ccccc1CNC(=O)COC(=O)c1ccc2c(=O)n3c(nc2c1)CCCCC3
43	2.2	-1	-1	Cc1ccc(COC(=O)c2cc(S(=O)(=O)N3CCCCC3)ccc2N2CCOCC2)cc1
44	-1.2	0	0	CC(=O)c1cccc(OCC(=O)N(Cc2ccco2)c2c(N)n(Cc3ccccc3)c(=O)[nH]c2=O)c1
45	1.9	4	3	CCCCCCN1C[C@@H](n2cc(COC(=O)c3ccccc3)nn2)[C@H](O)C[C@@H]1c1ccccc1
46	0.3	11	-7	Clc1ccc(Br)c(-c2nc3ccccc3[nH]2)c1
47	1.1	4	-3	CC1COCC(C)N1C(=O)c1cccnc1 (centres undefined)
48	-0.9	11	-6	O=C(O)CNc1nc(NCc2ccc(Cl)cc2)ccc1[N+](=O)[O-]
49	-1.5	18	-3	CCN(CC)C(=O)[C@H]1C[C@H](CC(=O)NC(C)(C)C)C(=O)N2CCc3c([nH]c4ccc(Cl)cc34)[C@]12C
50	-2.3	-2	-4	O=S(=O)(Nc1ccc(-c2cn3c(n2)SCC3)cc1)c1cc(F)ccc1F
51	6.5	-8	-2	CCN1C(=O)[C@H]2[C@@H](c3ccc(C)cc3)N[C@]3(CCCN(Cc4ccc(C(F)(F)F)cc4)C3=O)[C@H]2C1=O
52	50	-26	-2	COc1ccc(C2CC(=O)Oc3c(C(C)C)ccc(C)c32)cc1 (centres undefined)
53	-0.7	4	-3	COCCN(C(=O)COC(=O)CCCOc1ccc(OC)cc1)c1c(N)n(Cc2ccccc2)c(=O)[nH]c1=O
54	0.2	-5	-1	COc1ccc(COC(=O)NC(C(=O)O)c2ccccc2)cc1 (centres undefined)
55	-0.9	14	0	CCOC(=O)c1c(C)oc2cc(Sc3ccccc3)c(O)c(O)c12
56	0.6	-7	-6	CCCN(C(=O)COC(=O)CCC(=O)c1ccccc1)c1c(N)n(Cc2ccccc2)c(=O)[nH]c1=O
57	5.9	23	-3	Cc1ccc(S(=O)(=O)N2[C@@H](c3ccc(F)cc3)C(C(=O)O)=CC[C@H]2c2ccc(C(C)C)cc2)cc1
58	-1.2	6	1	CC1CCN(C(C)C(=O)Nc2cc(S(=O)(=O)N3CCCCC3)ccc2Cl)CC1 (centres undefined)
59	1.0	3	-5	Cc1ccc(-c2nc(COC(=O)C3=NN(c4ccccc4)C(=O)CC3)cs2)cc1
60	-0.6	-4	-3	COCCN(C(=O)CSCC(=O)Nc1cccc(C)c1)c1c(N)n(Cc2ccccc2)c(=O)[nH]c1=O

# Single records, from the list above. Screens in order: CRFBP-R2 agonist, CRFBP-R2 block, GalR3 antagonist
# `CC(=O)c1cccc(OCC(=O)N(Cc2ccco2)c2c(N)n(Cc3ccccc3)c(=O)[nH]c2=O)c1` as listed: -1.2, 0, 0
# `CC(=O)c1c(C)[nH]c(C(=O)OCC(=O)Nc2cccnc2Cl)c1C` as listed: 1.0, -4, -6

# Results in CRFBP-R2 agonist and GalR3 antagonist, for 4 of the compounds above:
no.	SMILES	CRFBP-R2 agonist	GalR3 antagonist
39	C[C@H]1CN([C@@H](C)CO)C(=O)c2cc(Br)cnc2O[C@@H]1CN(C)S(=O)(=O)c1ccccc1	0.1	-5
40	O=c1[nH]c2c(c(=O)[nH]1)OCN(Cc1ccccc1)C2	-0.3	-2
41	CN1C[C@@H]2[C@@H]3C(=O)N(Cc4ccccc4)C(=O)[C@@H]3[C@](C)(C1=O)N2C(=O)c1ccc(F)cc1	-2.9	-1
42	COc1ccccc1CNC(=O)COC(=O)c1ccc2c(=O)n3c(nc2c1)CCCCC3	0.3	-5

# Continued:
no.	CRFBP-R2 agonist	CRFBP-R2 block	GalR3 antagonist	SMILES
61	-3.4	-5	-1	Cn1c(N)c(C(=O)N2CCN(c3ccccc3)CC2)c(=O)n(C)c1=O
62	0.6	10	-2	COc1ccc(NC(=O)N(C)C[C@H]2Oc3ccc(NS(=O)(=O)c4ccc(OC)cc4)cc3C(=O)N([C@H](C)CO)C[C@@H]2C)cc1
63	-1.3	7	3	COc1ccc(CCN2CC(C(=O)OCC(=O)NC(C)c3cccc(Cl)c3)CC2=O)cc1OC (centres undefined)
64	-2.7	-2	1	COc1ccccc1C(=O)COC(=O)c1cnc(C)cn1
65	0.8	-8	-4	O=C1NC(=O)c2c(Br)c(Br)c(Br)c(Br)c21
66	2.4	-5	-5	COC(=O)c1ccc(C)c(NC(=O)C2CC(=O)N(C3CCCC(C)C3C)C2)c1 (centres undefined)
67	-1.4	7	-5	COc1ccc(Cl)cc1NC(=O)COC(=O)c1ccc(Br)o1
68	1.0	2	0	CC1=C(C(=O)N(C)C)CC(CC(=O)NC(c2ccccc2)c2ccccc2)C(=O)N1Cc1ccc(F)cc1 (centres undefined)
69	-2.9	-13	-6	CCOc1ccccc1/C=C/C(=O)N1CCN(C(=O)c2ccco2)CC1
70	-2.1	8	-6	O=C(Nc1nnc(-c2ccccc2)o1)c1cccc(S(=O)(=O)N2CCOCC2)c1
71	-0.7	4	-6	C[C@@H]1CN([C@H](C)CO)C(=O)c2cc(Br)cnc2O[C@@H]1CN(C)Cc1cncnc1
72	-0.3	-11	8	CN(CC(=O)Nc1ccc(F)cc1)C(=O)COC(=O)/C=C/c1ccccc1[N+](=O)[O-]
73	0.4	-7	0	c1ccc2c(-c3nc4ccccc4[nH]3)cccc2c1
74	-1.6	33	-6	OCC1OC(Oc2c(Br)cc(Br)cc2Br)C(O)C(O)C1O (centres undefined)
75	4.3	5	-8	COc1ccc(OC(=O)c2cccc(S(=O)(=O)N3CC(C)OC(C)C3)c2)cc1 (centres undefined)
76	-2.5	4	-1	O=C(CNC(=O)c1ccccc1)OCCOc1cccc(Cl)c1
77	0.4	11	0	O=C1OCCC1(c1ccccc1)c1ccccc1
78	1.7	-2	-4	CN(CC(=O)Nc1ccc(Cl)c(Cl)c1)C(=O)CN1C(=O)NC2(CCCC2)C1=O
79	-0.8	-12	-4	CC(C)Cn1c(SCC(=O)NC2CC2)nc2ccccc21
80	1.3	-3	-2	Cc1ccc(S(=O)(=O)NCC(c2ccco2)N2CCc3ccccc32)cc1 (centres undefined)
